Lipid storage S3: qHTS Assay for Lipid Storage Modulators in Drosophila S3 Cells; 320,000 tested, 0.64% active; Drosophila S3 cells, BODIPY lipid droplet fluorescence, 18-24 h; cells fed with added oleic acid; lipid storage change, negative = inhibition, % at the top dose, mostly 46.1 µM; hits show Potency in µM; active = well fitted inhibition curve with a large enough effect in the signal ratio, with a control signal flat, not every such curve was filed as active; inconclusive = small, poorly fitted or top-dose-only effect, or effect the other way, or a change in a side signal; the % refers to the signal ratio
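Drosophila S3 cells loaded with oleic acid (400 uM, as added) and compounds at several concentrations; lipid droplets imaged by 488-nm laser-scanning cytometry, 500–530 nm intensity and object ratio to cell channel. Percent activity normalized to 20 uM Triacsin C.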
Lipid storage S3 cell count max: further read-out of Lipid storage S3, marked with its call; cell number change, %; measured here: cell count max response;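 cells counted by Cell Tracker Red CMTPX staining in the red channel; peak over a dose series mostly up to 46.1 µM; percent activity relative to internal control wells on each plate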
* marks the source's active call; other numbers are inactive results; i = inactive; u = inconclusive; x = not tested or not shown; [ ] = another dose, or the depositor's remark. % is set by controls: 0 for no effect and ±100 for the full control effect; potency is the fitted concentration of half-maximal effect. This is a subset (hit frequency here may not be typical).

no. | canonical_smiles | Lipid storage S3 | Lipid storage S3 cell count max
1 | CCCCn1c(SCC(=O)Nc2nnc(CC)s2)nc2c1c(=O)n(C)c(=O)n2C | u | x
2 | Cc1cc(C)c2c(N)c(C(=O)c3ccccc3)oc2n1 | u | x
3 | CCc1noc(C)c1C(=O)N1CCN(c2cccc(C)c2C)CC1 | -18%[0.0737 µM] | 25
4 | O=C(NC(=S)Nc1ccccc1[N+](=O)[O-])c1ccco1 | 4% | 2
5 | Cc1cc(NC(=O)CCc2ccc(-c3ccccc3)o2)no1 | -18% | 0
6 | O=C(Cc1nnc(NC(=O)c2ccccc2)s1)N/N=C/c1ccco1 | u | x
7 | CC1=C(C(=O)NC2CCC(C)CC2)C2(CCC(C)CC2)OC1=O (centres undefined) | -22% | x
8 | O=C(NCCCN1CCCC1)c1cccc(N2CCCC2=O)c1 | 2% | -5
9 | O=C(Nc1nnc(-c2ccc(Cl)cc2)o1)c1ccc(N2C(=O)CCC2=O)cc1 | i | -4
10 | Cc1ccc(-n2c(-c3ccc(Cl)cc3Cl)n[nH]c2=S)cc1 | u | x
11 | O=C(NCCc1ccccn1)c1cccc(S(=O)(=O)N2CCCCCC2)c1 | u | x
12 | O=C(CSc1nc2[nH]ncc2c(=O)[nH]1)Nc1nccs1 | 13% | 16
13 | C=CCOC(=O)C1=C(C)NC(=O)NC1c1ccc(O)cc1 (centres undefined) | i | x
14 | Cn1c(N2CCOCC2)c(/C=N/O)c2ccccc21 | u | x
15 | COc1ccc(S(=O)(=O)N(CC(=O)NCC2CCCO2)c2ccc(Cl)cc2)cc1 (centres undefined) | u | x
16 | CC(=O)N1CCN(c2ccc(NC(=S)NC(=O)c3ccccc3)cc2)CC1 | u | x
17 | O=C(c1ccccc1F)N1CCC(N2CCCCCC2)CC1 | u | x
18 | CC(=O)Nc1ccc(S(=O)(=O)NCCC(=O)OCC(=O)c2cc(C)ccc2C)cc1 | u | x
19 | CCNC(=S)N1CCc2cc(OC)c(OC)cc2C1COc1ccc(F)cc1 (centres undefined) | u | x
20 | COc1cccc(/C=N/NC(=O)c2cc3cc([N+](=O)[O-])ccc3s2)c1O | u | x
21 | O=C(Oc1ccc(Cl)cc1)c1ccc2nccnc2c1 | u | x
22 | CSc1nc2cc(Cl)ccc2s1 | 8% | -2
23 | CC(=O)C1=C(O)C(=O)N(c2ccc(Br)cn2)C1c1ccc(F)cc1 (centres undefined) | u | x
24 | CC(/C=N/n1c(-c2ccc(Cl)cc2)n[nH]c1=S)=C\c1ccco1 | u | x

A second format for some results above:
16: CC(=O)N1CCN(c2ccc(NC(=S)NC(=O)c3ccccc3)cc2)CC1
17: O=C(c1ccccc1F)N1CCC(N2CCCCCC2)CC1
18: CC(=O)Nc1ccc(S(=O)(=O)NCCC(=O)OCC(=O)c2cc(C)ccc2C)cc1
19: CCNC(=S)N1CCc2cc(OC)c(OC)cc2C1COc1ccc(F)cc1 (centres undefined)
20: COc1cccc(/C=N/NC(=O)c2cc3cc([N+](=O)[O-])ccc3s2)c1O
21: O=C(Oc1ccc(Cl)cc1)c1ccc2nccnc2c1

Screen / compound no.	16	17	18	19	20	21
Lipid storage S3	u	u	u	u	u	u
Lipid storage S3 cell count max	x	x	x	x	x	x

New compounds follow.
no. | canonical_smiles | Lipid storage S3 | Lipid storage S3 cell count max
25 | COc1cc(C)c(Cl)c(C)c1S(=O)(=O)NC1CC(C)(C)NC(C)(C)C1 | u | x
26 | Cc1cccc(C)c1N=Nc1c(C)cc(O)cc1C | u | x
27 | O=C(/C=N/O)Nc1ccc2sc3ccccc3c2c1 | i | x
28 | CCOC(=O)N1CCN(CCC(=O)Nc2cccc(Br)c2)CC1 | u | -19
29 | CC1CC(C)(C)NC(=S)N1CCCC(=O)Nc1ccc(Br)cc1 (centres undefined) | u | x
30 | COc1cc(NC(=O)CN2CCN(c3ccccc3F)CC2)cc(OC)c1 | u | x
31 | O=c1c2c3c(sc2n(CCN2CCOCC2)c(=O)n1Cc1ccco1)CCCCC3 | u | x
32 | COc1ccc(CN(C(=O)c2ccccc2Br)C2CCS(=O)(=O)C2)cc1 (centres undefined) | u | x
33 | Cc1nc2c3cc(Cl)ccc3n(CCN3CCCCC3)c2s1 | u | x
34 | O=C(N=c1ccn(-c2nc3ccccc3nc2NS(=O)(=O)c2ccc(Cl)cc2)cc1)c1ccccc1Cl | u | x
35 | O=[N+]([O-])c1cc(S(=O)(=O)Nc2cccc(Cl)c2)ccc1N=Nc1c(O)[nH]c2ccccc12 | u | x
36 | Cc1cccc(NC(=S)NCc2ccco2)c1C | u | x
37 | COc1ccc(C(=O)NC(C)c2ccc(-n3ccnc3)cc2)c(OC)c1OC (centres undefined) | i | x
38 | CCCCCCCCc1nnc(NC(=O)c2ccco2)s1 | i | 21
39 | Cc1cccc(-c2nnc(SC(C)C(=O)N3CCOCC3)o2)c1 (centres undefined) | u | x
40 | C/C(=N/NC(=O)c1ccccc1)c1ccc(NC(=O)C(F)(F)F)cc1 | u | x
41 | CCOC(=O)N1CCN(Cc2c(F)cccc2F)CC1 | u | x
42 | CC(SCC(=O)NC(C)C1CC2CCC1C2)C(=O)O (centres undefined) | u | x
43 | Cc1ccc(C(C)(C)NC(=O)C2CCC(=O)N(CCCN3CCOCC3)C2)cc1 (centres undefined) | -3% | x
44 | CCN1CCCC1CNC(=O)C(NC(=O)C1CCC(C)CC1)C(C)C (centres undefined) | 1% | -6
45 | CCCNC(=O)c1cc2nc(-c3ccccc3)cc(C(F)(F)F)n2n1 | -6% | 2
46 | Cc1cc(C)nc(/N=C(\N)N2CCCCC2)n1 | -9% | -9
47 | Cc1ccccc1C(=O)Nc1cccc(C(=O)N/N=C/c2cc(Cl)cc([N+](=O)[O-])c2O)c1 | 7% | -7
48 | C[C@@]12C(=O)N(c3cccc(Br)c3)C(=O)N1[C@H](c1ccc(Cl)cc1)[C@@H]1C(=O)N(C3CCCCC3)C(=O)[C@@H]12 | u | x
49 | COc1ccc(C(=O)NC2CCSc3ccccc32)cc1F (centres undefined) | u | x
50 | CCN(CC)C(=O)c1nn(-c2ccccc2)c2c1C1CCC2(C)C1(C)C (centres undefined) | u | x
51 | O=C(/C=C/c1ccc(S(=O)(=O)NCc2ccco2)cc1)NCc1ccccc1Cl | -15% | -12
52 | Cn1ncc(Cl)c1C(=O)Nc1cccc(Cl)c1 | -1% | -21
53 | CC1CC(C)CN(S(=O)(=O)c2ccc(C(=O)NCc3ccc4c(c3)OCO4)cc2)C1 (centres undefined) | i | x
54 | CC(C)NC(=O)c1cc2n(n1)C(C(F)(F)F)CC(c1ccco1)N2 (centres undefined) | u | x
55 | CC1CCCCN1C(=O)c1ccc(COc2ccc([N+](=O)[O-])cc2)o1 (centres undefined) | u | x
56 | O=C(c1cc2c(s1)CCCC2)N1CCN(c2ccccc2)CC1 | 3% | 9
57 | O=C(CSc1nn(-c2ccc(F)cc2)c(=S)s1)N1CCN(C(=O)c2ccco2)CC1 | 10% | -9
58 | CC(C(=O)NCc1ccccc1)n1cc([N+](=O)[O-])cn1 (centres undefined) | u | x
59 | Cc1oc(S(=O)(=O)N2CCCC2)cc1C(=O)Nc1ccc(F)cc1 | 7% | 13
60 | CCCN(C(=O)c1cccc(S(=O)(=O)N2CCCc3ccccc32)c1)C1CCS(=O)(=O)C1 (centres undefined) | 1% | 4
61 | COc1ccccc1Nc1nc(N)nc(CSC(=S)N2CCCCC2)n1 | u | x
62 | CCOC(=O)c1c(NC(=O)c2ccc(S(=O)(=O)N3CCOCC3)cc2)sc2c1CC(C)(C)NC2(C)C | -5% | 8
63 | O=C1C2CC=C(Cl)CC2C(=O)N1c1ncn[nH]1 (centres undefined) | 0% | x
64 | CCOC(=O)C1(P(=O)(c2ccc(Cl)cc2)c2ccc(Cl)cc2)CCC1 | u | x
65 | CN1CCN(C(=O)C2CCCCC2C(=O)O)CC1 (centres undefined) | 6% | 13
66 | CN1C2=C(C#N)C(c3ccccc3)(C(F)(F)F)NC(=O)N2c2ccccc21 (centres undefined) | -10% | -10
67 | CN(C(=O)C1CCOC1)c1nnc(C2CCOC2)s1 (centres undefined) | u | x
68 | COc1ccc(CN(CC(=O)NC2CCCC2)C(=O)CN2C(=O)COc3ccccc32)cc1 | 23% | -17
69 | O=c1ccn(Cc2ccc(F)cc2)c2ccnc(C(F)(F)F)c12 | 13% | 6
70 | O=C1OC(Nc2ccc(Br)cn2)c2ccccc21 (centres undefined) | -3% | 2
71 | CC1CCCCC12NC(=O)N(CC(=O)OCC(=O)NC(=O)c1ccccc1)C2=O (centres undefined) | 8% | -5
72 | CCc1sc(C(=O)N(CCCOC)c2c(N)n(CC(C)C)c(=O)[nH]c2=O)cc1C | u | x

The list goes on (3 carried over from the part before).
no. | canonical_smiles | Lipid storage S3 | Lipid storage S3 cell count max
70 | O=C1OC(Nc2ccc(Br)cn2)c2ccccc21 (centres undefined) | -3% | 2
71 | CC1CCCCC12NC(=O)N(CC(=O)OCC(=O)NC(=O)c1ccccc1)C2=O (centres undefined) | 8% | -5
72 | CCc1sc(C(=O)N(CCCOC)c2c(N)n(CC(C)C)c(=O)[nH]c2=O)cc1C | u | x
73 | O=C(Nc1cc(Cl)cc(Cl)c1)N1CCCN(Cc2ccccc2)CC1 | u | x
74 | COc1ccc(CCNc2ncnc3c2nnn3Cc2ccccc2)cc1 | u | x
75 | C[C@H](NC(=O)C1CC(=O)N(c2ccc3c(c2)OCCO3)C1)C(=O)NC1CCCC1 (some centres undefined) | u | x
76 | CCn1c(/N=C/c2ccc(OC)cc2O)nc2ccccc21 | i | -4
77 | NC1=NC2(CCCCCC2)n2c(nc3ccccc32)N1 | 2% | 13
78 | COc1cc(Cl)c(C)cc1NC(=O)c1ccc2c(c1)OCO2 | 19% | x
79 | CCOC(=O)c1cccc2c(=O)c(C(=O)c3ccc(Cl)cc3)c(C(=O)OC)[nH]c12 | u | x
80 | COc1ccc(OCCC(=O)OCC(=O)NCCC2=CCCCC2)cc1 | -70% | -20
81 | CCOC(=O)C(NCc1ccccc1OC)(NC(=O)CC)C(F)(F)F (centres undefined) | -20% | -9
82 | CCN(CC)CCNCc1cc(Cl)c(OCC(=O)Nc2ccccc2)c(OC)c1 | -8% | 12
83 | O=C(O)c1cc(S(=O)(=O)NCC2CCCO2)ccc1Cl (centres undefined) | -1% | 20
84 | CN(Cc1ccco1)C(=O)Cn1nc(-c2ccc(Cl)cc2)ccc1=O | 5% | -6
85 | CCS(=O)(=O)N1CCN(C(=O)c2cc(OC)cc(OC)c2)CC1 | i | 11
86 | CCc1nnc(NC(=O)Cc2ccc(OCc3c(C)noc3C)cc2)s1 | i | -6
87 | CCCN1C(=O)/C(=C\c2ccncc2)SC1=Nc1ccccc1 | 23% | x
88 | CCN(CC)C1CCN(c2nc3nonc3nc2NCCOC)C1 (centres undefined) | -12% | 1
89 | CC(C)CCN(N=O)[C@@H](Cc1ccccc1)CN(N=O)[C@@H](Cc1ccccc1)CN(C)N=O | 0% | -1
90 | O=C(CSCc1cnn(-c2ccccc2)c1-n1cccc1)NCc1ccc2c(c1)OCO2 | u | x
91 | CCCCN(C(=O)CSc1nnc2ccccn12)c1c(N)n(Cc2ccccc2)c(=O)[nH]c1=O | 10% | 12
92 | Cc1oc(-c2ccccc2F)nc1CN1CCC(C(=O)NCCC2=CCCCC2)CC1 | u | x
93 | COc1ccc(C(=O)N/N=C/c2sc(=O)n(Cc3cccc(C(=O)O)c3)c2Cl)cc1 | 13% | x
94 | Cc1noc(C)c1COc1ccc(C(=O)N2CCN(S(=O)(=O)c3ccc(Cl)cc3)CC2)cc1 | u | x
95 | Cc1ccc(S(=O)(=O)NCC(c2ccc3c(c2)OCO3)N2CCOCC2)cc1 (centres undefined) | u | x
96 | Cc1cc(NC(=O)Nc2ccc(F)cc2F)n(C)n1 | 26% | x
97 | OC(CN1CCN(c2cccc(Cl)c2)CC1)c1ccccc1 (centres undefined) | -1% | 6
98 | CCCCCc1ccc(C2=NNC(=O)CC2)cc1 | -12% | 3
99 | CCOc1cccc2c1OC1(C)CC2NC(=O)N1c1ccc(OC)cc1 (centres undefined) | u | x
100 | CC(=O)c1sc(NC(=O)C2COc3ccccc3O2)nc1C (centres undefined) | 5% | -3
101 | CSc1nc(N(C)NC(=O)c2ccccc2)c2ccccc2n1 | u | x
102 | CC(C)CNC(=O)c1noc2c1CCCC2 | u | x
103 | N#CCC(=O)Nc1ccc(C(=O)OCC(=O)NNC(=O)c2ccc(Cl)cc2)cc1 | u | x
104 | COc1ccc(S(=O)(=O)N2CCCC(C(=O)NCCc3ccccc3)C2)cc1 (centres undefined) | u | x
105 | COc1cccc(C2C3=C(CC(C)(C)CC3=O)Nc3n[nH]c(C)c32)c1 (centres undefined) | 14% | 34
106 | N#Cc1c(NC(=O)C2CC(c3ccccc3Cl)=NO2)sc2c1CCC2 (centres undefined) | u | x
107 | Cc1cccc(NC(=S)NCCN2CCOCC2)c1 | u | x
108 | CCOC(=O)c1sc(=S)n(-c2cccc(OC)c2)c1N | 5% | -16
109 | CN(CC(O)COc1ccccc1F)C1CCCCC1 (centres undefined) | u | x
110 | CN1C=CC(=CC=C2C=CC(=O)C=C2)C=C1 | u | x
111 | Cc1onc(-c2ccccc2)c1C(=O)N(C)CCc1ccccn1 | u | x
112 | COC(=O)c1c(C)[nH]c(C(=O)C(C)Sc2nnc(-c3cc(OC)c(OC)c(OC)c3)o2)c1C (centres undefined) | u | x
113 | O=C1C(C2=NC(c3ccccn3)C3C(=O)N(c4ccccc4)C(=O)C23)=C(O)c2ccccc21 (centres undefined) | 0% | 2
114 | Cc1n[nH]c(=O)nc1NCC1CCCO1 (centres undefined) | u | x
